Bioassay records (PubChem)
TDP1 block – blocks human tyrosyl-DNA phosphodiesterase 1. Q9NUW8. Potency, µM (series often up to 130 µM), for inactives: at the top dose activity change, negative = inhibition, actives largely listed as inhibitors. hit rate 0.28% among 350,000. recombinant TDP1, AlphaScreen DNA substrate cleavage. AID 485290; note: nearly all actives have a fitted effect of over 40% in size
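Recombinant human Tdp1 (E. coli-expressed, 1 nM final) preincubated with compounds 15 min at room temperature, then 5'-biotin/3'-phosphotyrosine-FITC DNA substrate (15 nM final) added for 5 min. AlphaScreen beads (10 ug/ml final) added 10 min; cleavage lowers signal.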
DT40 TDP1 no CPT – qHTS for Inhibitors of human tyrosyl-DNA phosphodiesterase 1 (TDP1): qHTS in cells in absence of CPT. DT40 Tdp1-/- hTDP1 cells, no CPT, ATP luminescence, 48 h. Potency, µM (series often up to 46.2 µM), inactives show top-dose activity change, negative = growth inhibition, actives largely listed as inhibitors. hit rate 15% among 420,000. AID 686978, 2013; note: nearly all actives have a fitted effect of over 55% in size
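Chicken DT40 Tdp1-/- cells complemented with human TDP1, screened without camptothecin (DMSO vehicle only), 400 cells/well. Compounds pin-transferred, cells incubated at 37 °C for at least 48 hr. Growth read as ATP-dependent luminescence (CellTiter-Glo, 30 min at RT).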
KAT2A inh – inhibitors of human GCN5L2 histone acetyltransferase; Q92830; GCN5L2 HAT assay, ThioGlo1 CoA-SH fluorescence; Potency, µM (top dose mostly 58.9 µM), inactives show at the highest dose activity change, negative = inhibition, actives largely listed as inhibitors; hit rate 0.21% among 390,000
Target sequence (Q92830 whole entry, looked up): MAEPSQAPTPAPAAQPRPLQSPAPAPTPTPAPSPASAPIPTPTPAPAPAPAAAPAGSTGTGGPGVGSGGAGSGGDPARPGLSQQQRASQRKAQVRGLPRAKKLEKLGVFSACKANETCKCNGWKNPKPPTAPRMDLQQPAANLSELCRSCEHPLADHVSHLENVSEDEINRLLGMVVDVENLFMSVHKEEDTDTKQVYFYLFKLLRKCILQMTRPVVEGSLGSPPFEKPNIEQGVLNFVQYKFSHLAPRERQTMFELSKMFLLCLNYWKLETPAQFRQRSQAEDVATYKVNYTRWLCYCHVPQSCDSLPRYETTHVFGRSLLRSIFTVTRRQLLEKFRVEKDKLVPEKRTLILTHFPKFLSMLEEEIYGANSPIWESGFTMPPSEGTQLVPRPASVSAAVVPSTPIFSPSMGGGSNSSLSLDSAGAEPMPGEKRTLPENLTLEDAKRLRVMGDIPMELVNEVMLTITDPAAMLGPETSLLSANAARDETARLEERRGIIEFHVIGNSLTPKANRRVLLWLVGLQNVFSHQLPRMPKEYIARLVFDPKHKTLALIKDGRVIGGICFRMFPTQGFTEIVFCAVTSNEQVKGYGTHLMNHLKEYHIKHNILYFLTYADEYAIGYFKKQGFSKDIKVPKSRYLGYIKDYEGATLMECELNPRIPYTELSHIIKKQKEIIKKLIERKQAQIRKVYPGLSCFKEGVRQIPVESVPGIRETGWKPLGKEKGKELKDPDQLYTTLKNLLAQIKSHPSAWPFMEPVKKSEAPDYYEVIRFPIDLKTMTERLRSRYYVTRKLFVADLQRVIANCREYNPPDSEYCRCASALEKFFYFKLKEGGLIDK
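GCN5L2 (20 nM) in 50mM HEPES pH 7.5, 0.1mM EDTA, 0.01% Tween-20 preincubated 15 min with compounds at room temperature. Reaction started with H3(1-25) 75uM, acetyl-CoA 70uM, ThioGlo1 50uM; CoA-thiol fluorescence (Ex340/Em540) read at 0 and 20 min.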
Active calls of the source: *; ? = inconclusive; · = no result given; & = joins results of further samples; [ ] = remark or other dose. Calls come from the whole dose curve; as a rule, active = well fitted curve in the direction sought with a large enough effect; inconclusive = small, poorly fitted or top-dose-only effect, or another doubt; inactive = no such curve, though single readings can be large; an effect the other way counts as inactive or inconclusive. % is set by controls: 0 for no effect and ±100 for the full control effect; potency is the fitted concentration of half-maximal effect. Only part of the results is shown, so the mix of outcomes need not match the whole.

no. | smiles | TDP1 block | DT40 TDP1 no CPT | KAT2A inh
1 | O=C(NCc1ccccc1)C(c1ccncc1)N(C(=O)c1csnn1)c1cccc(F)c1 (stereo unspecified) | 2% | -5% | -3%
2 | CCNC(=S)Nc1sc2c(c1C#N)CCC(C)C2 (stereo unspecified) | · | ? | -6%
3 | O=C(NCc1ccc2c(c1)CCN2C(=O)c1ccccc1)c1ccccc1 | 1% | ? | -7%
4 | O=C1C=C(NCC2CCCO2)C2(CCCCC2)O1 (stereo unspecified) | 0% | -9% | -17%
5 | CCCCN(C(=O)C1CC(=O)N(c2ccc(CC)cc2)C1)c1c(N)n(CCC)c(=O)[nH]c1=O (stereo unspecified) | · | -5% | 3%
6 | COc1ccc(OCC(=O)Nc2c3c(nn2C(C)(C)C)CS(=O)(=O)C3)cc1 | 3% | 3% | -2%
7 | CC(NC(=O)C1c2ccccc2Oc2ccccc21)C1CCCO1 (stereo unspecified) | 0% | 2% | 1%
8 | Cc1nc2ccc(S(=O)(=O)N(C)CC(=O)Nc3ccc(C(C)C)cc3)cc2s1 | 0% | ? | 0%
9 | COc1cc(OC)c(C(=O)Nc2cccc(C(C)=O)c2)cc1OC | 5% | ? | -4%[0.501 µM]
10 | Cc1ccc(Oc2nc(-c3ccccc3)ncc2S(C)(=O)=O)cc1 | 1% | -24% | -7%
11 | C=CCN=C1S/C(=C\c2ccc(N(C)C)cc2)C(=O)N1CC=C | 7% | ? | -16%
12 | CCC(CC)c1nc2ccccc2c(=O)[nH]1 | 0% | -24% | -10%
13 | COc1ccc(C2C(C(=O)Nc3cc(OC)c(OC)c(OC)c3)c3ccccc3C(=O)N2C)cc1 (stereo unspecified) | 3% | 1.8µM* | -3%
14 | C=CCN1C(=O)c2ccc(C(=O)N(CC)CC(=O)Nc3ccc(OC)cc3)cc2C1=O | -6% | 7% | 0%
15 | COc1c(Br)cc(Br)cc1/C=N/NC(=O)c1ccncc1 | 5% | ? | 3%
16 | O=C(Nc1cccc(Cl)c1)C1CCN(c2nc3ccccc3nc2C(F)(F)F)CC1 | 5% | 21µM* | 2%
17 | COc1cccc(OC)c1C(=O)Nc1cccc(C(=O)Nc2cccc(C(=O)O)c2)c1 | · | 14% | -9%
18 | CC1CC(C)CN(S(=O)(=O)c2ccc3c(c2)oc(=O)n3CC(=O)N2CCOCC2)C1 (stereo unspecified) | 0% | -4% | -1%
19 | O=C(NN1C(=O)c2ccccc2NC1c1ccco1)c1ccccc1 (stereo unspecified) | 0% | 2% | -2%
20 | Cc1c(C(=O)N2CCC(n3nccc3NC(=O)C3CC3)CC2)[nH]c2ccc(Cl)cc12 | 4% | -11% | ?
21 | CNc1nc2c(C)cccn2c(=O)c1C=NCc1ccccc1 | -2% | 3% | -10%
22 | N#Cc1ccccc1NS(=O)(=O)c1cc2c3c(c1)CCC(=O)N3CCC2 | 1% | -8% | -6%
23 | COC(=O)Nc1ccc(S(=O)(=O)NNC(=O)c2c(O)c3ccccc3n(C)c2=O)cc1 | 6% | -11% | 0%
24 | Cc1ccccc1Cn1ccc(NC(=O)CCSc2nc(-c3ccco3)cc(C(F)(F)F)n2)n1 | 2% | ? | -14%
25 | Cc1nn(C)cc1CNC(=O)c1cc2n(n1)C(C(F)(F)F)CC(c1cccs1)N2 (stereo unspecified) | 4% | ? | 1%
26 | O=C(Nc1ccccc1)C1C(c2ccccc2)C1(Cl)Cl (stereo unspecified) | · | ? | -6%
27 | COc1ccc(CN2CCN(c3ncccn3)CC2)c(C)c1C | · | ? | -4%
28 | CCCCN(CC)c1nc(N)c(C#N)c(CC#N)c1C#N | 5% | ? | -8%
29 | COc1ccc(N(CC(=O)NCC2CCCO2)S(=O)(=O)c2ccc(C)cc2)cc1OC (stereo unspecified) | 5% | -15% | -10%
30 | O=C(NNS(=O)(=O)c1ccc(F)cc1)C1CCCCC1 | 7% | -11% | -2%
31 | Cc1ccc(S(=O)(=O)NCc2ccc(N3CCN(C(=O)OC(C)(C)C)CC3)cc2)cc1 | 3% | 16µM* | -1%
32 | O=C(Nc1nc(-c2ccc(Cl)s2)cs1)c1ccccc1 | 2% | ? | -2%
33 | CCN1CCN(c2ccc(S(=O)(=O)N3CCOCC3)cc2NC(=O)c2cccc([N+](=O)[O-])c2)CC1 | -1% | -13% | -5%
34 | O=C(Nc1ccc(Cl)cc1)N1CCN(c2ccccc2)CC1 | 7% | ? | -5%
35 | COc1cccc(N2CCN(Cc3nc(N)nc(N4CCCc5ccccc54)n3)CC2)c1 | 9% | -8% | 3%
36 | CC1(C)CC(=O)c2sc(NS(=O)(=O)c3ccc(Br)cc3)nc2C1 | -5% | 8% | -2%
37 | COc1ccc(-n2c(=S)[nH]c3cc(C(=O)NCc4ccccc4)ccc3c2=O)c(OC)c1 | 6% | ? | -7%
38 | c1ccc(N/N=C(\Cc2ncc[nH]2)c2ccccc2)cc1 | 11% | -1% | -17%
39 | COc1cc2c(cc1OC)CN(C(=O)CCCN1C(=O)c3ccccc3C1=O)CC2 | 7% | -17% | 4%
40 | COc1ccc2nc3c(cc2c1)c(NC(=O)CC(C)C)nn3CC(C)C | · | -19% | -4%
41 | COc1cccc(NC2=C(NCCO)C(=O)c3ccccc3C2=O)c1 | · | ? | -12%
42 | Cc1ccc(F)cc1NC(=O)c1cnccn1 | 2% | -7% | -1%
43 | COc1ccc(NC(C)=O)cc1NC(=O)c1cccc(S(=O)(=O)N2CCc3ccccc32)c1 | 2% | -11% | -3%
44 | CCn1cc(CN2CCC(C(=O)Nc3cccc(-c4cccc(Cl)c4)c3)CC2)c(C)n1 | 5% | 4.6µM* | -3%
45 | CC1(C)CC(=O)C2=C(C1)Nc1cc3c(cc1C2c1ccc(F)cc1)OCO3 (stereo unspecified) | 5% | ? | -23%
46 | O=C1CCCN1C(=O)COc1ccc([N+](=O)[O-])cc1 | · | -8% | -2%
47 | O=S(=O)(Nc1nccs1)c1ccc(NS(=O)(=O)c2cccs2)cc1 | 2% | -25% | -2%
48 | CS(=O)(=O)N1CCN(C(=O)COc2ccc3ccccc3c2)CC1 | -4% | 2% | -6%

For reference, part of the list above.
no. | smiles | TDP1 block | DT40 TDP1 no CPT | KAT2A inh
35 | COc1cccc(N2CCN(Cc3nc(N)nc(N4CCCc5ccccc54)n3)CC2)c1 | 9% | -8% | 3%
36 | CC1(C)CC(=O)c2sc(NS(=O)(=O)c3ccc(Br)cc3)nc2C1 | -5% | 8% | -2%
37 | COc1ccc(-n2c(=S)[nH]c3cc(C(=O)NCc4ccccc4)ccc3c2=O)c(OC)c1 | 6% | ? | -7%
38 | c1ccc(N/N=C(\Cc2ncc[nH]2)c2ccccc2)cc1 | 11% | -1% | -17%
39 | COc1cc2c(cc1OC)CN(C(=O)CCCN1C(=O)c3ccccc3C1=O)CC2 | 7% | -17% | 4%
40 | COc1ccc2nc3c(cc2c1)c(NC(=O)CC(C)C)nn3CC(C)C | · | -19% | -4%
41 | COc1cccc(NC2=C(NCCO)C(=O)c3ccccc3C2=O)c1 | · | ? | -12%
42 | Cc1ccc(F)cc1NC(=O)c1cnccn1 | 2% | -7% | -1%
43 | COc1ccc(NC(C)=O)cc1NC(=O)c1cccc(S(=O)(=O)N2CCc3ccccc32)c1 | 2% | -11% | -3%
44 | CCn1cc(CN2CCC(C(=O)Nc3cccc(-c4cccc(Cl)c4)c3)CC2)c(C)n1 | 5% | 4.6µM* | -3%
45 | CC1(C)CC(=O)C2=C(C1)Nc1cc3c(cc1C2c1ccc(F)cc1)OCO3 (stereo unspecified) | 5% | ? | -23%
46 | O=C1CCCN1C(=O)COc1ccc([N+](=O)[O-])cc1 | · | -8% | -2%
47 | O=S(=O)(Nc1nccs1)c1ccc(NS(=O)(=O)c2cccs2)cc1 | 2% | -25% | -2%
48 | CS(=O)(=O)N1CCN(C(=O)COc2ccc3ccccc3c2)CC1 | -4% | 2% | -6%

The list continues.
no. | smiles | TDP1 block | DT40 TDP1 no CPT | KAT2A inh
49 | COCCn1c(=O)c(-c2cccc(C#N)c2)nc2cnc(Oc3cccc(Cl)c3)nc21 | · | 16% | -5%
50 | O=C(CCc1nc2ccccc2c(=O)[nH]1)NCc1cccc(Cl)c1 | 1% | 23µM* | -6%
51 | CCc1ccc(C(=O)c2cn(CC(=O)Nc3ccc4c(c3)OCO4)c3ccc(CC)cc3c2=O)cc1 | -1% | ? | -16%
52 | COCCCNC(=O)Cc1c(C)c2c(cc(C)c3c(C(C)(C)C)coc32)oc1=O | · | 1.3µM* | -5%
53 | O=C1CCN(C(=S)NCc2ccccc2)CC1 | 3% | 3% | -2%
54 | O=C(COc1ccc(Cl)cc1[N+](=O)[O-])N1CCCCCC1 | 3% | -12% | -8%
55 | O=C(O)Cc1ccc(NC(=S)Nc2cccc(Cl)c2Cl)cc1 | -3% | -16% | -2%
56 | CCN1CCN(c2nc(-c3cccs3)nc3ccccc23)CC1 | -3% | -23% | -13%
57 | CCOC(=O)c1c(NC(=O)C(C)Oc2ccccc2F)sc(C(C)=O)c1C (stereo unspecified) | 1% | ? | 0%
58 | CCOC(=O)N1CCC(NC(=O)CC(NS(=O)(=O)c2ccc(Cl)cc2)c2ccco2)CC1 (stereo unspecified) | 8% | -26% | -14%
59 | COc1cccc(NC(=O)CN(C)C(=O)c2cc(-c3ccco3)nc3ccccc23)c1 | -13%[0.505 µM] | 18µM* | -9%
60 | CCCC(c1nnnn1C1CCCCC1)N1CCN(C2CCCC2)CC1 (stereo unspecified) | -1% | 2% | -23%
61 | COc1ccc(OC)c2c1sc(=NC(=O)CN1C(=O)CCC1=O)n2C | -1% | · | -2%
62 | Nc1cccnc1-n1nc(C(F)(F)F)cc1C(F)(F)F | -5% | -3% | -15%
63 | Cc1nc2sc3c(c2c(=O)n1/N=C/c1cccnc1)CCCC3 | 3% | ? | -1%
64 | CN=C1C([N+](=O)[O-])=CC=C2C1=NC1(CCCCC1)N2O | -5% | 2% | -10%
65 | CSc1ccccc1NC(=O)c1ccc([N+](=O)[O-])cc1 | -3% | ? | 1%
66 | O=C(CCCOc1cccc(Br)c1)NCCOc1ccccc1 | -3% | -5% | -10%
67 | O=c1[nH]c(CN2CCN(Cc3ccc4c(c3)OCO4)CC2)nc2ccccc12 | 5% | -27% | 1%
68 | CC(C)Sc1ncc(Cl)c(C(=O)Nc2nnc(C(C)C)s2)n1 | 0% | -10% | -1%
69 | COc1ccc(OC)c(C(c2nnnn2CCc2ccccc2)N2CCN(c3ccccc3)CC2)c1 (stereo unspecified) | 9% | 35µM* | -9%
70 | O=S(=O)(c1cccs1)N1CCN(CC(O)COc2cc(Cl)ccc2Cl)CC1 (stereo unspecified) | 3% | 23µM* | -13%
71 | Cc1cc(C)n(-c2ccc(C(=O)NCc3cccs3)cc2)n1 | 4% | ? | -4%
72 | O=C1C2C3C=CC(C4CC34)C2C(=O)N1/N=C/c1cccs1 (stereo unspecified) | -3% | ? | -10%
73 | CC1(C)CCC=[N+]1[O-] | 7%[56.1 µM] | · | 1%
74 | CC(=O)n1nc(-c2cccc(C)c2)nc1SCC(=O)Nc1ccccc1 | 0% | ? | -1%
75 | O=C(Nc1c(C(=O)O)[nH]c2ccccc12)NC1CCCCC1 | 6% | ? | -8%
76 | CC(=O)Nc1ccc(NC(=O)COc2c(C)cc(Br)cc2C)cc1 | 5% | -3% | -6%
77 | Cc1cccc(C(=O)Nc2nnc(S(=O)(=O)N3CCCCCC3)s2)c1 | · | -3% | -4%
78 | Cc1cc(C)n(CC(O)COc2cccc(OCC(O)Cn3nc(C)cc3C)c2)n1 (stereo unspecified) | -2% | ? | -6%
79 | O=C(NC1CCN(Cc2nnnn2CCc2ccccc2)CC1)c1ccccc1F | 7% | -20% | -10%
80 | CN1CC(=O)N2[C@H](c3ccc4c(c3)OCO4)c3[nH]c4ccccc4c3C[C@@H]2C1=O | 3% | 1%&-19% | -2%
81 | COc1ccc(OC)c(C2CC(c3c(-c4ccccc4)c4cc(Cl)ccc4[nH]c3=O)=NN2S(C)(=O)=O)c1 (stereo unspecified) | 7% | ? | 1%
82 | CC(=O)c1cccc(NC(=O)Cn2nc(-c3ccc(Cl)cc3)ccc2=O)c1 | -3% | 8% | -2%
83 | CCCS(=O)(=O)N1CCC(C(=O)N2CCC(Cc3ccccc3)CC2)CC1 | 3% | 21µM* | -17%
84 | CCOc1ccc(N(CC(=O)Nc2cccc(N(C)S(C)(=O)=O)c2)S(=O)(=O)c2ccccc2)cc1 | 1% | ? | -7%
